LMP1 NFkB inh: EBV LMP1-driven NF-kappaB luciferase reporter inhibitors, primary screen, cell-based, luminescence, single point; AID 504558, 2011; inhibition, % at 12.5 µM; LMP1-induced NF-kappaB luciferase reporter cells; 350,000 compounds, 0.69% hits; in the data active = inhibition above about 41%; inconclusive = no clear call, values can overlap the other calls;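 also: 0% = neutral control wells and 100% = reference inhibitor control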
TRAIL sens C8: viability loss with TRAIL in NB7+C8 cells, primary screen, TRAIL sensitizer project, cell-based, ATPlite luminescence; inhibition (viability loss, TRAIL sensitization), % at 10 µM; 360,000 compounds, 1% hits;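 active = compounds causing at least 50% loss of cell viability in the single-dose screen, relative to plate controls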
NR2F2 inh: NR2F2 transcriptional activity inhibitors, primary screen, cell-based, luciferase reporter, HEK293T, luminescence. inhibition, % at 8.6 µM. HEK293T NGFI-A luciferase reporter. 370,000 compounds, 0.7% hits;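 active = inhibition above a per-plate cutoff, mean inhibition of test wells between control levels plus 3 SD, cut at about 38% in these data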;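 also: cells cotransfected with COUP-TFII expression vector driving the NGFI-A reporter; 0% = median of COUP-TF2 test wells and 100% = reporter-only cells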
Target sequence (P24468 whole entry, looked up): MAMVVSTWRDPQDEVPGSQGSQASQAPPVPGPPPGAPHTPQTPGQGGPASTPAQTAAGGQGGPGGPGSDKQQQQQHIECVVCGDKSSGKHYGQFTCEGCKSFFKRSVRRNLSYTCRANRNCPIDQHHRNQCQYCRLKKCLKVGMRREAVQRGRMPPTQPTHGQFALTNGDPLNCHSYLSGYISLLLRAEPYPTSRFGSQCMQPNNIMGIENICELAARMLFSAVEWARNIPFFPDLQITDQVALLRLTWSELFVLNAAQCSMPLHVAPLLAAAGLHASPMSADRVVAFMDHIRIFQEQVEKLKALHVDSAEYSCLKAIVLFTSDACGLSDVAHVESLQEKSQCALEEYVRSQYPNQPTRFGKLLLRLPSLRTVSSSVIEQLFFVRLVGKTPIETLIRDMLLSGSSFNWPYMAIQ
Vif imaging: HIV Vif self-association inhibitors, primary screen, imaging, HEK293T, single point. HEK293T cells, Vif self-association by quenched fluorescence, 24 h. inhibition, % at 7.49 µM. 340,000 compounds, 0.35% hits. AID 602346, 2012; in the data active = inhibition above about 50%, passing the limit was not always enough; inconclusive = no clear call, values can overlap the other calls; inactive = below about 31%; also: some results filed as inactive read as strong as hits
NCOA2 inhibitor: inhibition of GAL4-SRC2 driven luciferase reporter, primary screen, SRC2 inhibitor project, cell-based, luminescence. HEK293 GAL4-SRC2 luciferase reporter. inhibition, % at 9 µM. AID 651957, 2012. Nuclear receptor coactivator 2 (Homo sapiens), Q15596. 370,000 compounds, 0.17% hits;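 active = inhibition above the mean inhibition of all tested compounds plus 3 SD, set per campaign, cut at about 52% in these data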;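 also: 0% = DMSO treated cells and 100% = cells given Gossypol at 36 µM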
TLR9-MyD88 block: inhibitors of TLR9-MyD88 association in cells, primary screen, cell-based, CHO, BLA complementation, fluorescence | Toll-like receptor 9 (Homo sapiens) + Myeloid differentiation primary response protein … | CCF4 FRET ratio | inhibition, % at 4.98 µM | 340,000 compounds, 0.21% hits | AID 504734, 2011;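 active = inhibition above the mean over all tested compounds plus 3 SD, cut at about 21% in these data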;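 also: 0% = DMSO only wells and 100% = clavulanate BLA inhibitor control wells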
NR5A2 inv ag: LRH-1 (NR5A2) inverse agonists, primary screen, cell-based, luminescence, HEK293T, StAR-luciferase reporter | Nuclear receptor subfamily 5 group A member 2 (Homo sapiens), O00482 | LRH-1 transfected, 24 h | inhibition, % at 3.6 µM | 360,000 compounds, 0.13% hits | AID 602396, 2012;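 active = inhibition above the mean inhibition of all tested compounds plus 3 SD, cut at about 73% in these data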;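 also: 0% = DMSO wells and 100% = reporter-only cells lacking LRH-1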
SRC1 inh: SRC1 coactivator transcriptional activity inhibitors, primary screen, cell-based, luminescence; HEK293 GAL4-SRC1 luciferase reporter; inhibition, % at 3.6 µM; 360,000 compounds, 0.12% hits;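 active = inhibition above the campaign mean plus 3 SD, with each screening campaign given its own cutoff, cut at about 60% in these data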;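 also: 0% = DMSO treated cells and 100% = gossypol at 36 µM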
NOD2 RIPK2 PPI: NOD2-RIPK2 binding disruptors in cells, primary screen, fluorescence, CHO cells, BLA complementation | 360,000 compounds, 0.38% hits | inhibition, % at 4.98 µM | CCF4 ratio | Receptor-interacting serine/threonine-protein kinase 2 (Homo sapiens), O43353; in the data active = inhibition above about 21%;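 also: 0% = vehicle only and 100% = reference blocker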
TROY signal inh: inhibitors of TROY-driven NF-kB signaling, primary screen, Q293 LMP1-TROYcd cells, NF-kB luciferase, uHTS | Q293 LMP1-TROYcd NF-kB luciferase reporter, 4 h | inhibition, % at 10 µM | 360,000 compounds, 0.98% hits;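 active = compounds whose plate-normalised and pattern-corrected inhibition of the luciferase reporter signal at the single screening dose is 50% or more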
SRC3 inh: SRC3 coactivator transcriptional activity inhibitors, primary screen, cell-based, luminescence | HEK293 GAL4-SRC3 luciferase reporter | inhibition, % at 3.6 µM | 360,000 compounds, 0.17% hits | AID 588352, 2011;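 active = inhibition above a per-campaign cutoff, the mean of all compounds plus 3 SD, cut at about 60% in these data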;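 also: 0% = DMSO-treated cells and 100% = gossypol-treated cells at 36 µM; higher means less SRC3-driven luciferase light from the GAL4 reporter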
Active calls of the source: *; ? = inconclusive; . = not tested or not shown.

SMILES	LMP1 NFkB inh	TRAIL sens C8	NR2F2 inh	Vif imaging	NCOA2 inhibitor	TLR9-MyD88 block	NR5A2 inv ag	SRC1 inh	NOD2 RIPK2 PPI	TROY signal inh	SRC3 inh
Cc1cccc(N2CCN(C(=O)c3ccc4c(c3)c(C)c(C)n4C)CC2C)c1 (centres undefined)	10	17	0	-3	-17	-3	-19	-5	3	33	-25
Cc1ccccc1OCC(=O)NCCN1CCCC1	-6	8	0	0	0	2	2	3	-8	-18	3
COC(=O)c1c(NC(=O)CSc2nc3ccccc3c(=O)n2Cc2ccco2)sc(C)c1C	3	-10	7	.	-3	-2	-2	5	-3	8	8
CN(C(=O)CC(=O)Nc1ccc(Cl)c(Cl)c1)c1ccccc1	3	3	-14	3	-7	-21	9	-14	0	6	14
Cc1ccc(S(=O)(=O)N2CCC(=O)N2)cc1	-5	-1	-10	4	-5	2	-27	-2	2	5	-2
CCN1CCN(C(=O)c2cnn3c(C(F)F)cc(-c4ccc(C)cc4)nc23)CC1	-13	5	7	17	-5	6	16	-32	7	4	11
Clc1nc2sccn2c1/C=N/n1cnc2ccccc21	-10	9	-15	2	-20	-6	-8	-39	-2	-100	-38
O=C(Cn1cnnn1)Nc1cccc([N+](=O)[O-])c1	1	-5	4	1	-5	7	11	-11	6	3	5
COc1cc(-c2cc(C(=O)Nc3ccc(C)c(S(=O)(=O)N4CCOCC4)c3)c3ccccc3n2)cc(OC)c1OC	23	12	-5	6	-1	-11	19	13	-2	4	21
CC1CC1C(=O)OCC(=O)Nc1ccc(Cl)cn1 (centres undefined)	0	2	-12	-17	18	-11	-24	0	-1	-37	-13
Clc1ccc(CO/N=C/c2c(-c3ccccc3)nc3n2CCS3)c(Cl)c1	4	4	-6	-10	11	2	-3	1	-9	-34	-6
O=C(c1ccccc1)c1c[nH]cc1-c1ccccc1	-2	-7	4	6	-30	0	-8	-5	-2	-2	-9
O=C(CSC1=NS(=O)(=O)c2cc(F)ccc2N1)NCCc1ccccc1	-1	-4	7	22	-3	8	-18	-17	2	-10	-8
Cc1snc(SCC(=O)c2ccc(Cl)cc2)c1C#N	6	-2	-23	4	-28	7	-48	-34	10	-29	-32
CCNC(=S)N1CCN(CCN2C(=O)c3cccc4cccc(c34)C2=O)CC1	-13	-8	-13	?	-70	3	-6	-2	-8	-15	15
Cc1cc(NC(=O)c2ccccc2)ncc1NC(=O)c1ccco1	5	10	-42	2	-84	-3	-118	-82	-3	-22	-96
CCSC1=N/C(=C\c2ccc(OC)cc2)C(=O)N1	3	13	1	-18	4	-11	-8	6	-6	0	-10
Nc1sccc1C(=O)NC1CC1	.	10	-4	.	-11	.	15	.	-9	.	.
O=C(CCN1C(=O)/C(=C/c2cccs2)SC1=S)N1CCCCC1	6	38	-15	37	13	-8	2	16	-8	2	30
COc1cc([N+](=O)[O-])ccc1NC(=O)NNC(=O)c1sccc1C	-2	0	4	3	-27	-2	-14	-25	-5	-24	0
CC1CC(C)CN(S(=O)(=O)c2cccc(C(=O)N3CCN(c4ccc(F)cc4)CC3)c2)C1 (centres undefined)	-1	-4	24	-16	17	-3	16	4	0	9	-13
CCN(CC)c1ccc(CNc2nc3ccccc3n2CCN2CCOCC2)cc1	1	12	15	6	2	-8	-11	-48	1	7	6
Cc1cc(N2CCN(C)CC2)nc(=S)[nH]1	-9	-8	6	-9	-2	-6	11	-3	5	3	11

An excerpt of these results, as comma-separated lines.
SMILES,LMP1 NFkB inh,TRAIL sens C8,NR2F2 inh,Vif imaging,NCOA2 inhibitor,TLR9-MyD88 block,NR5A2 inv ag,SRC1 inh,NOD2 RIPK2 PPI,TROY signal inh,SRC3 inh
Cc1cccc(N2CCN(C(=O)c3ccc4c(c3)c(C)c(C)n4C)CC2C)c1 (centres undefined),10,17,0,-3,-17,-3,-19,-5,3,33,-25
Cc1ccccc1OCC(=O)NCCN1CCCC1,-6,8,0,0,0,2,2,3,-8,-18,3
COC(=O)c1c(NC(=O)CSc2nc3ccccc3c(=O)n2Cc2ccco2)sc(C)c1C,3,-10,7,.,-3,-2,-2,5,-3,8,8
CN(C(=O)CC(=O)Nc1ccc(Cl)c(Cl)c1)c1ccccc1,3,3,-14,3,-7,-21,9,-14,0,6,14
Cc1ccc(S(=O)(=O)N2CCC(=O)N2)cc1,-5,-1,-10,4,-5,2,-27,-2,2,5,-2
CCN1CCN(C(=O)c2cnn3c(C(F)F)cc(-c4ccc(C)cc4)nc23)CC1,-13,5,7,17,-5,6,16,-32,7,4,11
Clc1nc2sccn2c1/C=N/n1cnc2ccccc21,-10,9,-15,2,-20,-6,-8,-39,-2,-100,-38
O=C(Cn1cnnn1)Nc1cccc([N+](=O)[O-])c1,1,-5,4,1,-5,7,11,-11,6,3,5
COc1cc(-c2cc(C(=O)Nc3ccc(C)c(S(=O)(=O)N4CCOCC4)c3)c3ccccc3n2)cc(OC)c1OC,23,12,-5,6,-1,-11,19,13,-2,4,21
CC1CC1C(=O)OCC(=O)Nc1ccc(Cl)cn1 (centres undefined),0,2,-12,-17,18,-11,-24,0,-1,-37,-13
Clc1ccc(CO/N=C/c2c(-c3ccccc3)nc3n2CCS3)c(Cl)c1,4,4,-6,-10,11,2,-3,1,-9,-34,-6

Part of the list above, set out differently:
Cc1ccccc1OCC(=O)NCCN1CCCC1
  LMP1 NFkB inh = -6
  TRAIL sens C8 = 8
  NR2F2 inh = 0
  Vif imaging = 0
  NCOA2 inhibitor = 0
  TLR9-MyD88 block = 2
  NR5A2 inv ag = 2
  SRC1 inh = 3
  NOD2 RIPK2 PPI = -8
  TROY signal inh = -18
  SRC3 inh = 3
COC(=O)c1c(NC(=O)CSc2nc3ccccc3c(=O)n2Cc2ccco2)sc(C)c1C
  LMP1 NFkB inh = 3
  TRAIL sens C8 = -10
  NR2F2 inh = 7
  Vif imaging = .
  NCOA2 inhibitor = -3
  TLR9-MyD88 block = -2
  NR5A2 inv ag = -2
  SRC1 inh = 5
  NOD2 RIPK2 PPI = -3
  TROY signal inh = 8
  SRC3 inh = 8

This is a subset. The share of hits here may be higher or lower than overall.
